Pin1 inhibitor: blocks the human prolyl isomerase Pin1; Pin1 FP peptide displacement, HiFluor488, 10 min; Potency, µM (series often up to 115 µM), for inactives: at the top dose activity, negative = inhibition, usual class: inhibitors; hit rate 0.009% among 390,000; AID 504891; active = well fitted inhibition curve with a large enough effect in the polarisation, with a control signal flat, not every such curve was filed as active; inconclusive = small, poorly fitted or top-dose-only effect, or effect the other way, or a change in a side signal; inactive = no such curve, though single readings can be large or run the other way; the % refers to the polarisation; note: % is set by controls: 0 for no effect and ±100 for the full control effect
Target sequence (Q13526 whole entry, looked up): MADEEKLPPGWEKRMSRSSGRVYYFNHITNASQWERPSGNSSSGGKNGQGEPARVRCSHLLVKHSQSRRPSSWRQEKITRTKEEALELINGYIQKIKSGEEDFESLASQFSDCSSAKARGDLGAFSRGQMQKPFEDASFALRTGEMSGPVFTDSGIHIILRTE
12-LOX inh: inhibitors of human 12S-lipoxygenase ALOX12 | hit rate 1.1% among 580,000 | P18054 | Potency, µM (highest dose often 108 µM), for inactives: at the top dose activity change, negative = inhibition, hits mostly inhibitors | purified 12hLO, xylenol orange hydroperoxide absorbance; note: % is set by controls: 0 for no effect and ±100 for the full control effect
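Hydroperoxide product was detected by ferrous iron/xylenol orange as the 573 to 405 nm absorbance ratio. Arachidonic acid at 40 uM (final) was turned over for 30 min at room temperature by 150 nM human 12hLO, pH 7.0 Hepes buffer, after 15 min compound preincubation.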
rTrxR1 inhibitor: blocks rat thioredoxin reductase 1. O89049. recombinant rTrxR1, NADPH fluorescence consumption, selenite substrate. Potency, µM (top dose mostly 114 µM), for the others: at the highest dose activity change, negative = inhibition, most hits filed as inhibitors. hit rate 1% among 390,000. AID 588453; note: % is set by controls: 0 for no effect and ±100 for the full control effect; nearly all actives have a fitted effect of over 65% in size
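Rat TrxR1 (90 nM in the dispensed reagent) was pre-reduced with 400 uM NADPH for 5 min at room temperature, then incubated with compound for 15 min. After 400 uM selenite was added, NADPH fluorescence (Ex 340/Em 450 nm) was followed for 8 min.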
JMJD2A Tudor: inhibitors of human JMJD2A Tudor domain; O75164; AlphaScreen JMJD2A-Tudor / H3K4me3 peptide binding; Potency, µM (highest dose often 114 µM), inactives show top-dose activity change, negative = inhibition, usual class: inhibitors; hit rate 4.4% among 390,000; note: % is set by controls: 0 for no effect and ±100 for the full control effect; nearly all actives have a fitted effect of over 50% in size
ERG Ets-DNA blk: blocks human ERG Ets domain binding to DNA; P11308; fluorescence polarization, His-ERG Ets domain / labelled DNA; Potency, µM (top dose mostly 76.9 µM), inactives show at the top dose FP activity, negative = inhibition, actives largely listed as inhibitors; hit rate 0.028% among 370,000; AID 624246; active = well fitted inhibition curve with a large enough effect in the polarisation, with a control signal flat; inconclusive = small, poorly fitted or top-dose-only effect, or effect the other way, or a change in a side signal; inactive = no such curve, though single readings can be large or run the other way; the % refers to the polarisation;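 note: polarization taken with two DNA probes labelled with fluorescein and Texas red; % of control where 0% means no effect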
Target sequence (P11308 whole entry, looked up, the tested form may be a part): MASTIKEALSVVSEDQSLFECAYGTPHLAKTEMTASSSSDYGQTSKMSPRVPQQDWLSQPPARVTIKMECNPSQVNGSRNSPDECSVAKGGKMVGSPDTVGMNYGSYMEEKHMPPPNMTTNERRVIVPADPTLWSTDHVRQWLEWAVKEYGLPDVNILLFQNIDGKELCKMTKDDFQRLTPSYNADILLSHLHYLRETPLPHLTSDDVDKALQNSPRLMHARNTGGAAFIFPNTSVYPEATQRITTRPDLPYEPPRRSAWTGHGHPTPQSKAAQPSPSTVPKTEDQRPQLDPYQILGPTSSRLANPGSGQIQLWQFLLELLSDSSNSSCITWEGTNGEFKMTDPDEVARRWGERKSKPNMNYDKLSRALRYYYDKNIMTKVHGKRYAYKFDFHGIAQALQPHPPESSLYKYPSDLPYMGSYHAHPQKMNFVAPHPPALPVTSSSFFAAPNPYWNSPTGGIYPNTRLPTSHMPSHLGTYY
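His-tagged ERG Ets domain (1 uM in the protein solution; 300mM KCl, 50mM Tris-HCl, 1mM EDTA, 1mM DTT, pH 7.5) received compound, then a probe mix of 5 nM fluorescein-DNA and 100nM Texas-615-DNA. Fluorescence polarization was read for both dyes.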
GLS inhibitor: glutaminase GLS (human) inhibition; GLS enzymatic activity, qHTS titration; Potency, µM (top dose mostly 45.5 µM), inactives show at the top dose activity change, negative = inhibition, hits mostly inhibitors; hit rate 0.21% among 410,000; note: % is set by controls: 0 for no effect and ±100 for the full control effect
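Assay buffer: 45 mM KH2PO4 pH 8.2, 0.02% Tween-20. hKGA acts on L-glutamine (1 mM solution added); product glutamate is reported by an oxidase/peroxidase Amplex Red coupling, with fluorescence taken at baseline and 30 min.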
Tb PGK inh: inhibitors of T. brucei phosphoglycerate kinase | PGK/GAPDH coupled, Kinase-Glo luminescence, 60 min | P07378 | Potency, µM (top dose mostly 57.5 µM), without a hit: top-dose activity change, negative = inhibition, most hits filed as inhibitors | AID 602233 | hit rate 0.043% among 380,000; note: % is set by controls: 0 for no effect and ±100 for the full control effect; nearly all actives have a fitted effect of over 60% in size
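Luminescent ATP detection (Kinase-Glo Plus) follows a 60-minute room-temperature incubation, with wells lacking PGK as controls. Buffer: 100 mM TEA (pH 7.6), 5 mM MgCl2, 0.01% Tween-20. Coupling enzyme GAPDH (100 nM final) supplies unstable 1,3-BPG in-well.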
RGS4 inhibitor: human RGS4 inhibition; P49798; Transcreener GDP fluorescence polarization, RGS4-accelerated GTP hydrolysis; Potency, µM (doses to about 114 µM), inactives show top-dose activity change, negative = inhibition, actives largely listed as inhibitors; hit rate 0.039% among 390,000; note: % is set by controls: 0 for no effect and ±100 for the full control effect; nearly all actives have a fitted effect of over 75% in size; some results filed as inactive show a strong effect at the top dose
Target sequence (P49798 whole entry, looked up): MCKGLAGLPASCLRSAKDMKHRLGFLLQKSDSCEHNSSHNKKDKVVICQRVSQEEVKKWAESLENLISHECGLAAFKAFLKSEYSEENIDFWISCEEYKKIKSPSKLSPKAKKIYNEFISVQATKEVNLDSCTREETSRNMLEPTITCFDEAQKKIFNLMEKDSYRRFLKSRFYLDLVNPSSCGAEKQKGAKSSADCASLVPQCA
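MLSMR compounds (23 nl, pin-transferred) preincubated 10 min at room temperature with a 500nM (2x) first reagent, then RGS4 at 900nM (2x) plus Transcreener GDP mix added; fluorescence polarization (620/688 nm) read before and after 90 min at 30 °C.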
HP1b chromo inh: inhibitors of HP1-beta chromodomain binding to methylated histone tails; AlphaScreen HP1-beta / biotin-H3K9me3 peptide binding; Potency, µM (series often up to 114 µM), without a hit: at the top dose activity change, negative = inhibition, usual class: inhibitors; hit rate 0.56% among 390,000; note: nearly all actives have a fitted effect of over 70% in size; inactives centre near 23
Target sequence (P83916 whole entry, looked up): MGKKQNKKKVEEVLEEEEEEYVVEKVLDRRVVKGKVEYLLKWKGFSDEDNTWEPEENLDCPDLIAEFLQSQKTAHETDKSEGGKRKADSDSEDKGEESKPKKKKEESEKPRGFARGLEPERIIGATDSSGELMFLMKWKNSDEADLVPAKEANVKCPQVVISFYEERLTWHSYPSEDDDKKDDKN
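HP1-beta protein (50 nM final) preincubated 30 min at room temperature with biotinylated H3(1-18)K9me3 peptide (50 nM) in PBS pH 7.4, 0.01% Tween-20, then compound added for 30 min. AlphaScreen streptavidin donor/nickel chelate acceptor beads (10 ug/mL final), 30 min dark, luminescence read.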
Starred values were filed as active, the others as inactive; [ ] = dose if it differs, or a comment. Unless noted, calls come from the whole dose curve; as a rule, active = well fitted curve in the direction sought with a large enough effect; inconclusive = small, poorly fitted or top-dose-only effect, or another doubt; inactive = no such curve, though single readings can be large; an effect the other way counts as inactive or inconclusive. Potency is the fitted concentration of half-maximal effect.

`C#CCOCCOCCOCCNc1nc(N2CCN(C(=O)[C@H](C(C)C)n3cc(CCO)nn3)CC2)nc(N2CCN(C(=O)[C@H](CCCCN)n3cc(CCCC)nn3)CC2)n1` gave Pin1 inhibitor 2%, 12-LOX inh inconclusive, rTrxR1 inhibitor 12%, JMJD2A Tudor -35%, ERG Ets-DNA blk 0%, GLS inhibitor -1%, Tb PGK inh inactive, RGS4 inhibitor 14% and HP1b chromo inh 25%.
For CC1=C(C(=O)N2CCc3ccccc32)C2(CCC(C)CC2)OC1=O (stereo unspecified) the results were Pin1 inhibitor inconclusive, 12-LOX inh -2%, rTrxR1 inhibitor 2%, JMJD2A Tudor -7%, ERG Ets-DNA blk 2%, Tb PGK inh -3%, RGS4 inhibitor 28% and HP1b chromo inh 20%.
For COc1cccc(C(=O)NCc2cn3cccc(C)c3n2)c1 the results were Pin1 inhibitor 23%, 12-LOX inh -25%, rTrxR1 inhibitor 12%, JMJD2A Tudor -7%, ERG Ets-DNA blk 2%, GLS inhibitor -2%, Tb PGK inh -9%, RGS4 inhibitor -17% and HP1b chromo inh 41%[activator].
For COc1ccc(CNC(=O)N[C@H](C(=O)O)C(C)C)cc1OC the results were Pin1 inhibitor 0%, 12-LOX inh 44%[activator], rTrxR1 inhibitor 5%, JMJD2A Tudor -13%, ERG Ets-DNA blk 6%, GLS inhibitor 0%, Tb PGK inh inactive, RGS4 inhibitor -4% and HP1b chromo inh 24%.
For N=c1sccn1CC(=O)Nc1cccc2ccccc12 the results were Pin1 inhibitor -2%, 12-LOX inh 4%, rTrxR1 inhibitor 2%, JMJD2A Tudor -3%, ERG Ets-DNA blk -9%, GLS inhibitor 15%, Tb PGK inh inactive, RGS4 inhibitor -9% and HP1b chromo inh 26%.
For Cn1c(=O)c2[nH]c(N/N=C(/C#N)C(N)=O)nc2n(C)c1=O the results were Pin1 inhibitor 1%, rTrxR1 inhibitor 6%[57.1 µM], JMJD2A Tudor -19%, ERG Ets-DNA blk 6%, GLS inhibitor inconclusive, Tb PGK inh 6%, RGS4 inhibitor 6% and HP1b chromo inh -3%.
`O=C(c1ccc(OC2CCN(CCc3ccccc3)CC2)cc1)N1CCC[C@H]1CO` gave Pin1 inhibitor -2%, 12-LOX inh inactive, rTrxR1 inhibitor 53%[activator], JMJD2A Tudor -26%, ERG Ets-DNA blk 14%, GLS inhibitor 4%, Tb PGK inh -2%, RGS4 inhibitor -31% and HP1b chromo inh 28%.
CCCCOc1ccc(/C=C/C(=O)NCCc2nc3ccccc3[nH]2)cc1 was read as Pin1 inhibitor 23%, 12-LOX inh 1%, rTrxR1 inhibitor 10%, JMJD2A Tudor -19%, ERG Ets-DNA blk -10%, GLS inhibitor -8%, Tb PGK inh 4%, RGS4 inhibitor -16% and HP1b chromo inh 26%.
For Cc1nn(Cc2c(F)c(F)c(F)c(F)c2F)c(C)c1NC(=O)c1ccnn1C the results were Pin1 inhibitor 4%, 12-LOX inh 13%, rTrxR1 inhibitor 13%, JMJD2A Tudor -1%, ERG Ets-DNA blk 2%, GLS inhibitor 3%, Tb PGK inh 7%, RGS4 inhibitor 11% and HP1b chromo inh 26%.
`Cc1ccc(C)c(NC(=O)C2=CCN(S(=O)(=O)c3ccc(F)cc3)CC2)c1` gave Pin1 inhibitor 3%, 12-LOX inh 12%, rTrxR1 inhibitor -8%, JMJD2A Tudor -18%, ERG Ets-DNA blk 1%, GLS inhibitor 2%, Tb PGK inh 0%, RGS4 inhibitor -8% and HP1b chromo inh 43%[activator].
CC(C)CC(=O)Nc1cc2c3c(c1)C(C)C(=O)N3CCC2 (stereo unspecified) was read as Pin1 inhibitor -12%, 12-LOX inh -8%, rTrxR1 inhibitor -2%, JMJD2A Tudor -11%, ERG Ets-DNA blk 5%, GLS inhibitor -1%, Tb PGK inh -4%, RGS4 inhibitor -1% and HP1b chromo inh 34%.
For O=[N+]([O-])/C(C(Cl)=C(Cl)Cl)=C(\Sc1ccccc1)N1CCCCC1 the results were Pin1 inhibitor inconclusive, 12-LOX inh inconclusive, rTrxR1 inhibitor -27%, JMJD2A Tudor inconclusive, ERG Ets-DNA blk -12%, GLS inhibitor 7%, Tb PGK inh -8%, RGS4 inhibitor -18% and HP1b chromo inh -10%.
Screening O=C(O)Cc1ccc2c(c1)N(S(=O)(=O)c1cccs1)CC(C(=O)O)O2 (stereo unspecified) returned Pin1 inhibitor 6%, 12-LOX inh inconclusive, rTrxR1 inhibitor 17%, JMJD2A Tudor -25%, ERG Ets-DNA blk -5%, GLS inhibitor 6%, Tb PGK inh -4%, RGS4 inhibitor 41% and HP1b chromo inh 36%.
Screening COc1ccc(OCc2ccc(-c3nc(C#N)c(NCc4ccc(F)cc4)o3)o2)cc1 returned Pin1 inhibitor 18%, 12-LOX inh -19%, rTrxR1 inhibitor 15%, JMJD2A Tudor inconclusive, ERG Ets-DNA blk -8%, GLS inhibitor 3%, Tb PGK inh -2%, RGS4 inhibitor -13% and HP1b chromo inh -12%.
N#CCSc1nnc(COc2cccc3ccccc23)n1-c1cccc(Cl)c1 was read as Pin1 inhibitor inconclusive, 12-LOX inh 0%, rTrxR1 inhibitor 2%[57.1 µM], JMJD2A Tudor -21%, ERG Ets-DNA blk 0%, GLS inhibitor 5%, Tb PGK inh 2%, RGS4 inhibitor -16% and HP1b chromo inh 7%.
For Cc1ccc(C(=O)NCC(=O)NCC(=O)OCc2ccc(F)cc2)cc1 the results were Pin1 inhibitor 1%, 12-LOX inh 0%, rTrxR1 inhibitor 20%[57.1 µM], JMJD2A Tudor -6%, ERG Ets-DNA blk 10%, GLS inhibitor 6%, Tb PGK inh 4%, RGS4 inhibitor 15% and HP1b chromo inh 27%.
COc1cccc(-c2nc(SCc3cc(=O)c4cc(Cl)ccc4[nH]3)n[nH]2)c1 was read as Pin1 inhibitor 12%, 12-LOX inh inconclusive, rTrxR1 inhibitor 16%[57.1 µM], JMJD2A Tudor -11%, ERG Ets-DNA blk -1%, GLS inhibitor 2%, Tb PGK inh -8%, RGS4 inhibitor -33% and HP1b chromo inh 31%[57 µM].
`Cc1cc2c(ncn2C)c(NS(=O)(=O)c2ccc(F)cc2)c1C` gave Pin1 inhibitor -3%, 12-LOX inh -21%, rTrxR1 inhibitor 25%, JMJD2A Tudor 3%, ERG Ets-DNA blk -13%, GLS inhibitor 7%, Tb PGK inh -7%, RGS4 inhibitor -13% and HP1b chromo inh 33%.
Screening CCN(CC)S(=O)(=O)c1ccc(-c2nnc(SCc3nnc(-c4ccc(C)cc4)o3)o2)cc1 returned Pin1 inhibitor -1%, 12-LOX inh 22%, rTrxR1 inhibitor 15%, JMJD2A Tudor 4%, ERG Ets-DNA blk -1%, GLS inhibitor -6%, RGS4 inhibitor -13% and HP1b chromo inh 21%.
CN(C)c1ccc(NC(=O)CCN2C(=O)c3cccc([N+](=O)[O-])c3C2=O)cc1 was read as Pin1 inhibitor 3%, 12-LOX inh 0%, rTrxR1 inhibitor 8%, JMJD2A Tudor -17%, ERG Ets-DNA blk 1%, GLS inhibitor 14%, Tb PGK inh -5%, RGS4 inhibitor -35% and HP1b chromo inh 29%.
Screening O=C(COC(=O)CNC(=O)c1ccc([N+](=O)[O-])o1)Nc1ncc(C(F)(F)F)cc1Cl returned Pin1 inhibitor -1%, 12-LOX inh -5%, rTrxR1 inhibitor 15%, JMJD2A Tudor -12%, ERG Ets-DNA blk -1%, GLS inhibitor 2%, Tb PGK inh -6%, RGS4 inhibitor -17% and HP1b chromo inh 23%.
`CN(C)S(=O)(=O)Oc1ccsc1C(=O)Nc1cccc(Cl)c1Cl` gave Pin1 inhibitor -11%, 12-LOX inh 10%, rTrxR1 inhibitor 20%[57.1 µM], JMJD2A Tudor 37%[activator], ERG Ets-DNA blk -7%, GLS inhibitor 7%, Tb PGK inh 7%, RGS4 inhibitor -2% and HP1b chromo inh 87%[activator].
`COc1cccc(C2CC(=O)Nc3c2c(=O)n(C)c(=O)n3C)c1OC` (stereo unspecified) gave Pin1 inhibitor 1%, 12-LOX inh 25%, rTrxR1 inhibitor 25%, JMJD2A Tudor -16%, ERG Ets-DNA blk 2%, GLS inhibitor -3%, Tb PGK inh -2%, RGS4 inhibitor 21% and HP1b chromo inh 18%.
`Cc1ccc(Cn2c(=O)c3ccccc3n3c(-c4cccc(O)c4)nnc23)cc1` gave Pin1 inhibitor 1%, 12-LOX inh inconclusive, rTrxR1 inhibitor 21%, JMJD2A Tudor -8%, ERG Ets-DNA blk -2%, GLS inhibitor 0%, Tb PGK inh 3%, RGS4 inhibitor 31% and HP1b chromo inh 34%.
`COc1ccc(Nc2nnc(C)c(=O)[nH]2)cc1` gave Pin1 inhibitor inconclusive, 12-LOX inh -9%, rTrxR1 inhibitor 6%, JMJD2A Tudor 32%, ERG Ets-DNA blk -18%, GLS inhibitor 11%, Tb PGK inh -7%, RGS4 inhibitor -40% and HP1b chromo inh 27%.

From PubChem

These rows are one share of the data (hit frequency here may not be typical).
